All columns: NCI-60 one-dose screen, growth in % after 48 h at 10 µM unless noted; 100 = growth as untreated, 0 = no growth, -100 = all killed.
HL-60(TB): HL-60(TB) leukemia cells; actives 9% (n = 78,000); active means growth percent below 10
The depositor's hits bear a star; & = joins results of further samples; [ ] = dose if it differs, or a comment.

compound | HL-60(TB)
COc1ccc(C(=O)Nc2nc(-c3ccc(C)cc3)cs2)cc1 | 100
O=S(=O)(NCCCNc1nccc(-c2c(-c3cccc(O)c3)nc3occn23)n1)c1ccc(Cl)cc1 | 56
Cc1c(-n2cc(-c3ccccc3)c3c(-n4[nH]c(=O)c(CC(=O)c5ccc(Cl)c(Cl)c5)c4-c4cccc([N+](=O)[O-])c4)ncnc32)c(=O)n(-c2ccccc2)n1C | 83
O=C1NC(N2CCN(c3ccccn3)CC2)S/C1=C\c1ccc(N2N=C(c3ccccc3)CC2c2ccccc2)cc1 (stereo unspecified) | 97
N#Cc1c(-c2ccc(Cl)cc2)cc(-c2ccccc2)nc1OCc1ccccc1 | 77
O=c1nc2c(-c3nc(-c4ccc(Cl)cc4)no3)n[nH]n2c2sc3c(c12)CCCC3 | 102
Nc1ccc(S(=O)(=O)Nc2ccnn2-c2ccccc2)cc1 | 102
OC(c1ccc(Cl)cc1)(c1ccc(Cl)cc1)C(O)(c1ccc(Cl)cc1)c1ccc(Cl)cc1 | 51
CCOC(=O)C(CC1=CS(=O)(=O)c2ccc(Cl)cc21)(NC(C)=O)C(=O)OCC | 108
COc1ccc(C2=NN(C(=O)c3cc(-c4ccc(C)cc4)nc4ccccc34)C(c3cc(-c4ccccc4)nn3-c3ccccc3)C2)cc1OC (stereo unspecified) | 91
CCCCCCCCn1ccc2cc(NC(=O)CN3CCN(c4cc(C)nc(N5CCC(C)CC5)n4)CC3)ccc21 | 48
COc1cc(C(=O)Nc2ccc(S(=O)(=O)Nc3nc(C)cc(C)n3)cc2)cc(OC)c1OC | 106
COc1c(OC)c(OC)c2c(=O)cc(-c3ccc4c(c3)OCO4)oc2c1OC | 83
O=C(C1=CN(Cc2ccccc2)CCS1)N(Cc1ccccc1)c1ccccc1 | 100
O=[N+]([O-])c1ccc(Br)cc1 | 99

Additional results follow.
compound | HL-60(TB)
CCCCOc1ccc(Br)cc1 | 74
O=S(=O)(C(Cl)(Cl)Cl)C(Cl)(Cl)Cl | 97
O=C(/C=C/c1c(-c2ccc(F)cc2)nc2sccn12)c1ccc(F)cc1 | 56
N#CCC1CCCCCC1 | 60
CCCCCCCCC(=O)N1CCOCC1 | 89
O=[N+]([O-])c1ccc(C=Nc2ccccc2)cc1 | 79
S=c1n(CN2CCOCC2)nc(-c2cc(-c3ccccc3)nc3ccccc23)n1-c1ccccc1 | 100
CCOC(=O)CCN1CCN(c2ccccc2C)CC1 | 109
CN(C)CCCOc1ccc(OCCCN(C)C)c2c1C(=O)c1ccccc1C2=O | 6.0*
O=C(N/N=C/c1ccc(Cl)cc1Cl)c1ccc(Br)o1 | 81
O=C(N/N=C(/C(=N/NC(=O)c1ccccc1)c1ccccc1)c1ccccc1)c1ccccc1 | 57
Cc1ncc(CNC(=O)N(CCCl)N=O)c(N)n1 | 104
Cc1cc(C)c2sc(NC(=O)c3ccccc3)nc2c1 | 81
Cc1cccc(N=NN(C)C)c1 | 97
CCn1cc(C(=O)N/N=C/c2cccc(F)c2)c(=O)c2cc(F)c(N3CCNC(C)C3)c(F)c21 (stereo unspecified) | 65

Next entries follow.
compound | HL-60(TB)
COc1cc(CC2COC(=O)C2(O)Cc2ccc(O)c(OC)c2)ccc1O (stereo unspecified) | 86
Cc1nc2ccccc2c(/C=C/c2ccc(Cl)cc2)c1C(=O)c1ccccc1 | 93
O=C1/C(=C/c2cc(O)c(O)c(O)c2)Oc2cc(O)ccc21 | 103
O=CN1N=C(c2ccccc2)CC1c1cn(Cc2ccc(Cl)cc2)c2ccccc12 (stereo unspecified) | 64
O=C1NN(c2ccccc2)C(=O)/C1=C\c1ccccc1O | 73
O=C(CCc1nnc(C2CCCN2)o1)c1nc2ncccc2[nH]1 (stereo unspecified) | 102
CCN1CCN(c2ccc(Nc3ncc4ccc5ncn(C(C)C)c5c4n3)nc2)CC1 | -36*
O=C1C(Nc2ccc(S(=O)(=O)Nc3nccs3)cc2)=C(I)C(=O)c2ncccc21 | 100
COc1cc(/C=C2/C(=O)Nc3cc(Cl)ccc32)ccc1O | 86
CCOC(=O)c1c2c(c(C)n1C)-c1[nH]c(=O)ncc1CC2 | 75
CN(CCF)/N=N/c1nc[nH]c1C(N)=O | 22
CC(Cc1ccc(O)cc1)NCC(O)c1cc(O)cc(O)c1 (stereo unspecified) | 101
O=c1oc2ccccc2cc1-c1ccnc2[nH]c(=S)[nH]c(=O)c12 | 111
O=C(NO)c1ccc(-n2nc(-c3ccccc3)c3ccccc32)cc1 | 62
COc1ccc(-c2cc(C(=O)Nc3nc4ccc(Cl)cc4s3)nc3cc(-c4ccccc4)nn23)cc1OC | 106

More structures:
compound | HL-60(TB)
CCCC1(C(=O)OCC)CCOC1=O (stereo unspecified) | 70
O=C1NC(=C(Cl)Cl)/C(=N/S(=O)(=O)NCc2ccc(Cl)cc2)N1 | 115
C=C(C)C#CCN(CCO)C(C)C | 103
CCn1nccc1N | 69
c1cncc(-c2ccnc3ccnn23)c1 | 101
CC1(C)CC[C@]23CC[C@]4(C)[C@H](CC[C@@H]5[C@@]6(C)Cc7cn[nH]c7C(C)(C)[C@@H]6CC[C@]54C)[C@H]2[C@H]1OC3=O | 101
Cc1cccc(N2CCC(=O)NC2=S)c1 | 99
CC(=O)C(=O)Nc1ccccc1 | 91
Oc1ccccc1N=Cc1cc(-c2ccccc2)nn1-c1ccccc1 | 82
CN(C(=O)N(C)c1ccccc1)c1ccccc1 | 119
NS(=O)(=O)c1ccc(Nc2nccc(Nc3ccc4[nH]ncc4c3)n2)cc1 | 98
CCn1c2ccc(/C=N/OCCCN(C)C)cc2c2cc(/C=N/OCCCN(C)C)ccc21 | -37*
O=C(O)c1ccc(-n2cc(/C=N/Nc3c(F)c(F)cc(F)c3F)c(-c3ccc(I)cc3)n2)cc1 | 69
O=c1c2ccccc2nc(-c2ccccc2)n1-c1ccc(S(=O)(=O)Nc2ccccn2)cc1 | 98
OC(COc1ccccc1Cl)CN1CCN(c2ccccc2)CC1 (stereo unspecified) | 108

New compounds follow
compound | HL-60(TB)
Cc1nn(-c2ccccc2)c2nc3c(nc12)C1=NCCN1C(c1ccc(Cl)cc1)N3 (stereo unspecified) | 71
O=C(/C=C(O)/C=C/c1ccc(OCc2ccccc2)c(OCc2ccccc2)c1)/C=C/c1ccc(OCc2ccccc2)c(OCc2ccccc2)c1 | 113
CSc1ccccc1NC(=O)CN(C)Cc1c(O)ccc2cc(Br)ccc12 | 90
CC(C)Nc1ccc(Nc2ccc(NC(C)C)cc2)cc1 | 22
O=c1/c(=C/c2ccc([N+](=O)[O-])cc2)sc2nc3ccccc3n12 | 102
Cn1cc(-c2nn3cc(-c4nccs4)nc3s2)c2cc(Cl)ccc21 | 94
O=C(O)c1c[nH]c(=O)cc1O | 88
O=C1CC2CC=CCN2C=C1NC(=O)c1ccc2ccccc2c1 (stereo unspecified) | 96
Nc1nnc(CSc2nnc3sc4ccccc4n23)s1 | 101
COc1ccc(-c2csc(NC(=O)COC(=O)/C=C/c3ccco3)n2)cc1 | 88
CC(C)NCCOC(=O)c1ccccc1 | 93
O=C(/C=C/c1ccc(OC(F)(F)F)cc1)c1nc2ccccc2n1Cc1ccc(Br)cc1 | 53
COc1cc(C2CC(c3cc(OC)c(OC)c(OC)c3)=NN2)ccc1Oc1nc2c(c(=O)n(C)c(=O)n2C)n1C (stereo unspecified) | 110
Cc1nn(-c2ccccc2)c(-n2ccnc2)c1/C=N/Nc1nc(-c2ccc([N+](=O)[O-])cc2)cs1 | 100
CCOC(=O)c1sc2nc(-c3ccncc3)nc(N3CCOCC3)c2c1C | 95

3 records picked at random from those above:
compound | HL-60(TB)
OC(c1ccc(Cl)cc1)(c1ccc(Cl)cc1)C(O)(c1ccc(Cl)cc1)c1ccc(Cl)cc1 | 51
Cc1ncc(CNC(=O)N(CCCl)N=O)c(N)n1 | 104
CCn1cc(C(=O)N/N=C/c2cccc(F)c2)c(=O)c2cc(F)c(N3CCNC(C)C3)c(F)c21 (stereo unspecified) | 65

More entries.
compound | HL-60(TB)
COc1ccc2c(c1)NC1=C(C(=O)OC1)C2c1cc(OC)c(OC)c(OC)c1 (stereo unspecified) | -31*
CC(=O)Nc1ccc(/C=C/c2ccc(N=C=S)cc2S(=O)(=O)O)c(S(=O)(=O)O)c1 | 101
CC(C)S(=O)(=O)C(c1ccccc1)c1ccccc1 | 123
C=CCc1ccc(OC(=O)[C@@H](C)c2ccc3cc(OC)ccc3c2)c(OC)c1 | 106
Clc1cc2c(cc1OCCBr)OCO2 | 104
O=C(Nc1ncccc1OCc1ccccc1)Nc1cccc2ccccc12 | 84
N#C/C(=C/c1ccc(Cl)cc1)c1nnc(NC(=O)c2ccc(-n3c(=O)[nH]c4ccccc4c3=O)cc2)s1 | 98
CNc1ncnc2c1cnn2-c1ccccc1 | 86
CCOC(=O)[C@]1(Br)CC[C@@]1(Br)C(=O)OCC | 48
C=C(C)COC(=O)Nc1ccccc1 | 109
CC(O)C(O)C(O)C(O)C(O)C(=O)NNc1ccccc1 (stereo unspecified) | 116
CC(C)(C)CC(C)(C)c1ccc(O)cc1O | 104
C=C(C)[C@@H]1CC[C@]2(c3nnc(-c4ccncc4)o3)CC[C@]3(C)[C@H](CC[C@@H]4[C@@]5(C)CCC(=O)NC(C)(C)[C@@H]5CC[C@]43C)[C@@H]12 | 115
COc1cc(CC(=O)OC(=O)Cc2cc(OC)c(OC)c(OC)c2)cc(OC)c1OC | 97
COc1ccc(C(=O)/C=C/c2c(C)nn(-c3ccccc3)c2N2CCOCC2)cc1 | 97

(cont.)
compound | HL-60(TB)
Brc1ccc(N/N=C/c2c[nH]c3ccc(Br)cc23)nc1 | -17*
OC12CCCCC1Oc1ccc3ccccc3c12 (stereo unspecified) | 112
COc1cc(-c2noc(-c3ccc(N)cc3)n2)cc(OC)c1OC | 60
O=[N+]([O-])c1ccc(N/N=C(/C(=N/Nc2ccc([N+](=O)[O-])cc2)c2ccccc2)c2ccccc2)cc1 | 117
Cc1cccc(CC2S/C(=N/c3ccccn3)NC2=O)c1 (stereo unspecified) | 74
Cc1nc2c(cnn2-c2ccccc2)c(=O)n1-c1ccc(NC(=O)c2ccco2)cc1 | 80
COc1cccc(NC(=O)c2sc3nc4c(cc3c2N)CCCC4)c1 | 5.7*
COc1ccc(/C=N/N=C(\C)c2ccc3c(c2)Nc2ccccc2S3)cc1O | 34
Cc1ccc2nc(NC(=O)CSc3nc(-c4ccncc4)c(C#N)c(=O)[nH]3)sc2c1 | 131
Nc1ccc(CCc2ccccn2)cc1 | 91
COc1cc(CN(C)C(=O)C(=O)c2c[nH]c3ccccc23)ccc1O | 66
CCCN(CCC)c1ccc(/C=C/c2ccc3cc(OCC)ccc3n2)cc1 | 54
COc1cccc(Oc2ccccc2NC(=O)CNC(=O)c2cccc3ccccc23)c1 | -25*[5 µM]
COc1cc(-c2cc(/C=C/C(=O)c3ccc(F)cc3Br)[nH]n2)cc(OC)c1OC | 92
CC(=O)OC1CCC2C3CCC4OC(=O)CCC4(C)C3CCC12C (stereo unspecified) | 104

Next part; it opens with the four that closed the last part.
compound | HL-60(TB)
CCCN(CCC)c1ccc(/C=C/c2ccc3cc(OCC)ccc3n2)cc1 | 54
COc1cccc(Oc2ccccc2NC(=O)CNC(=O)c2cccc3ccccc23)c1 | -25*[5 µM]
COc1cc(-c2cc(/C=C/C(=O)c3ccc(F)cc3Br)[nH]n2)cc(OC)c1OC | 92
CC(=O)OC1CCC2C3CCC4OC(=O)CCC4(C)C3CCC12C (stereo unspecified) | 104
CCn1cc(C(=O)NN2C(=O)C=CC2=O)c(=O)c2ccc(C)nc21 | 98
CCOC(=O)Cn1c(O)c(N=Nc2ccc(S(N)(=O)=O)cc2)c2cc(Br)ccc21 | 96
CCN(CC)Cc1ccc(N)cc1 | 94&81
CCOC(=O)COc1ccc2c(=O)cc(-c3ccccc3)oc2c1 | 108
c1ccc2c(c1)Cc1ccccc1O2 | 91
COC(=O)Nc1nc2ccc(C(=O)c3cccc(I)c3)cc2[nH]1 | -42*
COc1ccc(-c2ncc(-c3ccccc3)[nH]2)cc1 | 84
CCOC(=O)c1ccc(Nc2ncnc3c2cnn3-c2cccc(F)c2)cc1 | 109
CC(=O)OCCCC1CO1 (stereo unspecified) | 102
O=S(=O)(NCCNc1nccc(-c2c(-c3cccc(O)c3)nc3occn23)n1)c1ccc(Cl)cc1 | 76
COc1cc(CNC(=O)/C=C/c2ccccc2)ccc1OCc1cn(-c2ccc(Br)cc2)nn1 | 99
COc1ccc2c(c1OC)CN(C)CCc1cc3c(cc1C(=O)C2)OCO3 | 113
Cc1ccc2nc(-c3ccccc3)c3c(=O)n(C)c(=O)n(C)c3c2c1 | 113
O=C(/C=C/c1ccc(Cl)cc1)Nc1ncc(Cc2ccc(Cl)cc2)s1 | 85
CSc1nc2ccc(C)cc2cc1/C=N/O | 92

Laid out differently: entries from further up.
canonical_smiles: c1ccc2c(c1)Cc1ccccc1O2
  HL-60(TB) = 91

canonical_smiles: COC(=O)Nc1nc2ccc(C(=O)c3cccc(I)c3)cc2[nH]1
  HL-60(TB) = -42*

(listing goes on)
compound | HL-60(TB)
O=C1Nc2ccc(Br)cc2C1Cc1c(O)[nH]c2ccc(Br)cc12 (stereo unspecified) | 105
N=C(N)c1ccc(-c2ccc(-c3cccs3)o2)nc1 | 78
CCCCCN(CCCCC)CCCNc1c2c(nc3ccc(OC)cc13)CCCC2 | 81&51
CC(=O)Nc1nc(C)c(C(=O)NNC(=O)NC2CCCCC2)s1 | 171
COC(=O)c1cn(CCc2c[nH]c3ccccc23)c(=O)c2ccccc12 | 61
Cc1ccccc1NC(=O)CN1CCc2nc3sc(C(=O)Nc4ccccc4C)c(N)c3cc2C1 | 87[8 µM]
C=C1C(=O)O[C@H]2[C@H]1CC/C(C(=O)NCCCCCCCCNC(=O)/C1=C/CC[C@@]3(C)O[C@H]3[C@H]3OC(=O)C(=C)[C@@H]3CC1)=C\CC[C@@]1(C)O[C@@H]21 | 6.6*
CC(C)(C)[Si](C)(C)OCC1CCC(n2cnc3c(NC(=O)c4ccccc4)ncnc32)O1 (stereo unspecified) | 105
COC(=O)C(=O)C(C#N)c1c(Cl)cccc1Cl (stereo unspecified) | 123
CC1(C)CC1C(=O)O (stereo unspecified) | 99
CCN(CC)CCOc1nc2ccc(OC)cc2c2c1-c1ccc(OC)cc1C2=O | 19

A portion of the library. The share of hits here may be higher or lower than overall.
